M1 ag parental – M1 agonist counterscreen hit in parental CHO-K1 cells | Fluo-8 calcium fluorescence; scaled to maximal ATP response, vehicle zero | activation, % at 3 µM | 360,000 tested, 0.48% active | AID 602248; in the data active = activation above about 15%;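 also: untransfected CHO-K1 host cells lacking M1 receptor as counterscreen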
CHO parental Ca – counter-screen: ATP calcium response change in parental CHO cells. parental CHO-K1, ATP-induced calcium, Fluo-8 fluorescence. inhibition, % at 5.6 µM. 330,000 tested, 0.63% active. AID 463079;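 active = inhibition above that plate's mean sample inhibition plus 3 SD, cut at about 26% in these data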;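 also: 0% = ATP-challenged DMSO wells and 100% = DMSO wells without ATP; some compounds past the cut are filed as inactive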
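Material: parental CHO cells / Compound: single nominal dose of 5.6 µM per compound / Signal: Fluo-8 fluorescence / Replicates: singlicate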
CHO-K1 Ca PAM – counter-screen for M1 PAMs: effect in parental CHO-K1 cells; AID 602247; ATP EC20, Fluo-8 calcium fluorescence; 0% at ATP EC20, 100% at ATP max; activation, % at 3 µM; 360,000 tested, 0.02% active;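 active = activation above the run cutoff, the mean activation of all test compounds plus 3 SD, cut at about 40% in these data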;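 also: peak over basal fluorescence ratio in a 140 s read after ATP addition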
CHO-K1 Ca antag – M1 antagonist counterscreen hit in parental CHO-K1 cells. ATP-induced calcium, Fluo-8 fluorescence. inhibition, % at 3 µM. 360,000 tested, 0.6% active. AID 602250;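 active = inhibition above a per-plate cutoff, the plate's mean sample inhibition plus 3 SD, cut at about 24% in these data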;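 also: 0% = DMSO plus EC80 ATP and 100% = DMSO alone without ATP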
CHRM1 antagonist – human CHRM1 antagonism; P11229; CHO-K1 hM1, Fluo-8 calcium fluorescence, ACh EC80 antagonist; inhibition, % at 3 µM; 360,000 tested, 1.3% active;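 active = percent inhibition above its own plate's cutoff, namely the mean of that plate's compound wells plus 3 SD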;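 also: peak over basal fluorescence ratio during 140 s after agonist addition; 0% = ACh EC80 plus DMSO and 100% = DMSO alone without agonist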
Target sequence (P11229 whole entry, looked up): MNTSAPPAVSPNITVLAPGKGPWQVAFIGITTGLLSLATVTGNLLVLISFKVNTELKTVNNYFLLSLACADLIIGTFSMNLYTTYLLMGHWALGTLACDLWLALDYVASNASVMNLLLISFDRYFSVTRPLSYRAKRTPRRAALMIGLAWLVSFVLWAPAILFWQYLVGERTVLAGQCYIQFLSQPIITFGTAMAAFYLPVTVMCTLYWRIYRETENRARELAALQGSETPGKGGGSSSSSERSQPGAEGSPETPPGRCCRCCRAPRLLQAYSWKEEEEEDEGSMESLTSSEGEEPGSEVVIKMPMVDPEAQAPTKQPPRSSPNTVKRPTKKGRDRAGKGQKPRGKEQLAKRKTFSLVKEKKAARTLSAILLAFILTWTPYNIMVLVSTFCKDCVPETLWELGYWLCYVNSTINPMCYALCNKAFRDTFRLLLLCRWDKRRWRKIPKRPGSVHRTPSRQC
M1 ag – agonists of human M1 muscarinic receptor. P11229. CHO-K1 hM1, Fluo-8 calcium fluorescence, agonist mode; 0% DMSO, 100% acetylcholine EC100. activation, % at 3 µM. 360,000 tested, 0.33% active. AID 588814;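 active = activation above the run's mean compound activation plus 3 SD, cut at about 16% in these data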;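 also: peak over basal fluorescence ratio within a 140 s kinetic read after compound addition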
TAAR1 antagonist – antagonists of human TAAR1; Q96RJ0; inhibition, % at 3 µM; CHO RD-HGA16 TAAR1, Fluo-8 calcium fluorescence, antagonist; 360,000 tested, 1.5% active;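 active = inhibition above a per-plate cutoff, the mean inhibition of test compounds on that plate plus 3 SD, cut at about 49% in these data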;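 also: 0% = DMSO plus EC80 beta-PEA response and 100% = DMSO alone without agonist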
Target sequence (Q96RJ0 whole entry, looked up): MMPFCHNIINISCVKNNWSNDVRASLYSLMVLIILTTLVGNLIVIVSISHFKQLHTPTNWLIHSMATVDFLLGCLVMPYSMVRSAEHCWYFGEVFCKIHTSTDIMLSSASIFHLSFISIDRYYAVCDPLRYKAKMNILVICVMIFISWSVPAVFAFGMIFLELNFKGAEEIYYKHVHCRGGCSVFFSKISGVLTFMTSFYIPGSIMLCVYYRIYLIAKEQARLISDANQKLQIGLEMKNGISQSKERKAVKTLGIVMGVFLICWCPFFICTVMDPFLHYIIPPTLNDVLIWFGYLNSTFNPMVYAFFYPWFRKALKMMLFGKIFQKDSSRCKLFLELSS
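Material: CHO RD-HGA16 cells bearing hTAAR1; compound dosing: one-point dosing, 3 µM nominal final; schedule: dye loading 75 min at 37 °C, then 30 min room temperature; measured by: calcium fluorescence with Fluo-8; control set: vehicle and agonist controls; replication: n of 1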
TAAR1 agonist – agonists of human TAAR1; CHO RD-HGA16 TAAR1, Fluo-8 calcium fluorescence; vehicle wells 0%, saturating PEA agonist 100%; 360,000 tested, 0.99% active; activation, % at 3 µM; Q96RJ0;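 active = activation above the mean activation of all test compounds in the run plus 3 SD, cut at about 38% in these data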
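Assay system: CHO-derived RD-HGA16 cells with stable Gα16 and human TAAR1; timing: 17-24 h seeding, 75 min 37 °C dye, 30 min RT; read-out: % activation from peak over basal fluorescence ratio, DMSO-to-PEA scaled; measured by: kinetic Fluo-8 calcium fluorescence; benchmarks: low control DMSO, high control PEA (EC100); doses: 3 µM single concentration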
OXTR potentiate – potentiates the human oxytocin receptor response. activation, % at 3 µM. CHO-OTR cells, Fluo-8 calcium fluorescence, potentiator mode; 0% = oxytocin EC15, 100% = EC100. 320,000 tested, 0.061% active. P30559;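 active = activation above that plate's cutoff, the mean activation of tested compounds plus 3 SD, cut at about 6.6% in these data, passing the limit was not always enough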;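 also: 100% uses oxytocin at 75 nM as the full agonist control; some results filed as inactive read as strong as hits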
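Assay system: CHO-OTR cells, human receptor / Also added: oxytocin at about EC15, sub-maximal agonist stimulus / Dosing: single dose, 3.0 µM nominal final compound concentration / Incubation: 6 min pre-incubation, 100 s read / Technique: Fluo-8 calcium dye fluorescence / Read-out: % activation vs EC15 and EC100 oxytocin / Benchmarks: EC15 oxytocin low, 75 nM oxytocin high / Replicates: singlicate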
Starred values were filed as active, the others as inactive; / = not tested or not shown. An unsorted share of the library; about 4.2% have a hit in one of these screens.

Below each compound – M1 ag parental	CHO parental Ca	CHO-K1 Ca PAM	CHO-K1 Ca antag	CHRM1 antagonist	M1 ag	TAAR1 antagonist	TAAR1 agonist	OXTR potentiate
> COC(=O)[C@@]12CCCCN1[C@H](c1ccc(-c3ccc(Cl)c(Cl)c3)c(OC)c1)[C@H]1C(=O)N(C)C(=O)[C@H]12
→ 1.1	-3	13	-17	-6	-4	6	-1	-2
> Cc1ccc(CN2CCSc3ccc(C(=O)NCCCN4CCOCC4)cc32)cc1
→ 3.1	-27	16	-20	-8	-4	-28	9	-2
> COc1ccc(Cc2nc3ccc(C(=O)N4C[C@@H](C)O[C@@H](C)C4)cc3o2)cc1OC
→ 4.6	-15	8	-10	-7	2	-9	2	-5
> O=C(Cc1ccc([N+](=O)[O-])cc1)Nc1ccc(C(=O)N2CCOCC2)cc1
→ 1.2	-6	16	-11	22	-1	-5	13	-2
> CC(C)OC(=O)CCC(=O)Nc1ccc(F)cc1
→ -0.6	-11	-15	10	2	-3	-6	2	-2
> Cc1ccc(-n2nc3c(N4CCC(C(=O)NCc5ccccc5C)CC4)nnc(C)c3c2C)cc1
→ 8.1	-49	22	6	7	-6	/	/	-8
> O=C(NC(=S)Nc1ccc2c(c1)OCO2)c1ccccc1
→ 0.0	-12	12	-7	-5	4	-17	3	-6
> CCOC(=O)CSc1nnc(-c2ccccc2)o1
→ 0.2	-8	7	-2	-11	-5	10	6	-3
> Oc1c(Br)cc(Br)cc1/C=N/n1c(-c2ccccc2)n[nH]c1=S
→ 0.7	-3	-2	-1	4	3	7	2	-9
> O=C(Nc1ccc(F)cc1)c1nc[nH]c1C(=O)Nc1ccc([N+](=O)[O-])cc1
→ 2.0	-2	8	-11	-1	-4	-2	-2	-3
> CSc1ccc(C(=O)/C=C/c2ccc(N)cc2)cc1
→ 0.3	2	15	0	1	-10	15	-1	-9
> CC(OC(=O)c1ccc([N+](=O)[O-])s1)C(=O)Nc1ncc(Cl)cc1Cl (stereo not drawn)
→ 3.9	-3	7	-8	2	-7	-1	1	-4
> O=C(O)CCc1ccc(-c2cccs2)n1CC1CCCO1 (stereo not drawn)
→ 0.7	-11	9	-2	-7	-3	-6	0	-2
> CCOc1ccc(N(CC)C(=O)CCS(=O)(=O)c2cccc3nonc23)cc1
→ 1.0	-4	4	-7	-6	-2	-7	4	5
> COc1ccccc1CC1(C)C(=O)Nc2c(Cl)cccc21 (stereo not drawn)
→ 0.1	/	7	-5	-6	-6	4	0	/
> COc1ccc2oc(=O)c(/C(C)=N/Nc3nc(-c4cc(C)ccc4C)cs3)cc2c1
→ 0.2	-15	17	-8	0	-3	0	-1	-7
> CC12CC3(C)CC(C)(C1)CC(C(=O)NC(=S)N1CCOCC1)(C2)C3
→ 0.2	-12	-6	-13	5	-2	-20	-3	-1
> CC(=O)N1CCc2cc(N=NC3=C(O)CCCC3=O)ccc21
→ 12	-3	17	-11	4	-2	-10	14	-2
> CCOC(=O)CSc1nc(C2CC2)nc2ccccc12
→ 0.9	-28	6	-8	-1	-5	1	-2	-7
> COc1ccccc1Oc1ccc(N/C=C2/CCCC2=O)cc1
→ 1.3	-19	18	-6	1	-9	-3	6	-3

Below each compound – M1 ag parental	CHO parental Ca	CHO-K1 Ca PAM	CHO-K1 Ca antag	CHRM1 antagonist	M1 ag	TAAR1 antagonist	TAAR1 agonist	OXTR potentiate
> O=C(/C=C/c1ccccc1Cl)NCCc1ccc(F)cc1
→ 0.5	-9	20	-5	-7	-6	-6	3	-11
> O=C1C=C(c2cc3ccccc3s2)C[C@@H](c2ccc(F)cc2)C1
→ -0.2	-35	-6	-1	2	-2	4	7	-7
> Cc1ccc(O)c(N=Cc2cccs2)c1
→ 0.2	1	18	-2	3	-2	5	1	-4
> O=S(=O)(Nc1ccc(-c2cn3ccsc3n2)cc1)c1ccc2c(c1)OCCO2
→ 0.6	-5	-2	-3	0	2	18	3	-17
> COc1ccc(C(=O)COc2ccc3c(C)cc(=O)oc3c2)cc1
→ 1.0	-4	-9	3	-4	-4	3	3	-6
> CCOC(=O)c1ccccc1NC1OC(=O)c2ccccc21 (stereo not drawn)
→ 0.0	2	9	-7	-18	-2	4	1	-4
> CC(C)=CCn1c2ccc(NC(=O)NCc3ccc(F)cc3)cc2c(=O)n1C
→ 0.6	/	-5	-4	-9	-4	-10	0	/
> Cc1ccc(NC(=O)COc2ccccc2CNC(C)(C)CC(C)(C)C)cc1
→ 7.9	-10	-11	5	18	-2	-3	46*	-9
> O=C(CNC(=O)C12CC3CC(CC(C3)C1)C2)OCc1cc(=O)n2cc(Br)ccc2n1
→ 0.3	-12	19	-15	-4	-5	1	0	-5
> O=C(CCc1nc2ccccc2c(=O)[nH]1)Nc1ccc(N2CCCCC2)cc1
→ 2.6	-4	2	-2	1	-4	1	7	-6
> O=c1cc(-c2ccc(O)cc2)oc2ccc3ccccc3c12
→ 1.0	-16	8	-12	-3	-3	-23	16	-8
> COC(=O)c1ccc(COC(=O)c2ccc(-n3cnnn3)cc2)o1
→ 0.5	-7	20	-6	0	-1	7	10	-5
> CCN1C(=O)c2ccccc2S(=O)(=O)c2ccc(C(=O)NC(C)C)cc21
→ 0.3	-9	5	-10	-1	-9	-19	1	-8
> O=C(c1ccc(CS(=O)c2cccc(Cl)c2)o1)N1CCN(C2CCCCC2)CC1 (stereo not drawn)
→ 0.7	-16	18	-5	-5	-5	-8	0	-3
> CNc1ncnc(NC)c1[N+](=O)[O-]
→ 0.1	/	10	-6	-12	3	9	3	/
> CC(=O)c1cccc(NC(=O)c2ccc3c(c2)CCN3S(=O)(=O)c2ccccc2)c1
→ 6.0	-20	0	-11	-2	-2	2	1	-5
> CC(=O)NN1C(=O)/C(=C\c2ccc(C)cc2)SC1=S
→ 0.5	-6	22	-18	-8	-6	-6	1	0
> CCOC(=O)c1nnn(CC(=O)Nc2cccc(Cl)c2C)c1C(=O)OCC
→ 0.4	-15	9	-4	-10	1	-9	11	-7
> Cn1cc(C(N)=O)c2ccccc21
→ 1.0	-4	-2	-5	-7	-3	-26	6	-3
> Cc1cccc(C(=O)Nc2ccc(C(=O)c3ccccc3)cc2)c1
→ 5.5	-11	2	-6	-13	-4	30	2	-7

Below each compound – M1 ag parental	CHO parental Ca	CHO-K1 Ca PAM	CHO-K1 Ca antag	CHRM1 antagonist	M1 ag	TAAR1 antagonist	TAAR1 agonist	OXTR potentiate
> Cc1ccc(N2CC(C(=O)Nc3ccccc3OC(F)F)CC2=O)cc1 (stereo not drawn)
→ -0.1	-8	-13	-2	22	-2	-1	-1	-2
> COc1cccc(C2C(C(=O)OC(C)C)=C(C)Nc3ncnn32)c1 (stereo not drawn)
→ -0.1	-2	7	-2	-3	-6	1	5	-12
> COc1ccc(NC(=O)C2CCC(CNC(=O)[C@@H]3Cc4ccccc4CN3)CC2)cc1 (stereo partly drawn)
→ 3.1	-42	22	-18	-12	-5	-12	1	-5
> CCCCCN(C(=O)CCC(=O)OCCOc1ccc(OCC)cc1)c1c(N)n(CCCC)c(=O)[nH]c1=O
→ 0.1	-30	4	-4	-6	-6	-22	4	1
> CCc1ccc(NC(=O)C2CCN(S(=O)(=O)c3ccc4c(c3)NC(=O)C(C)S4)CC2)cc1 (stereo not drawn)
→ 6.3	57*	4	11	55*	-2	12	2	-11
> c1ccc(-c2nc(C3CCCCC3)no2)cc1
→ -0.1	2	4	2	-14	4	8	6	-3
> CCOC(=O)C(C)Oc1cccc2c(=O)n(CC(=O)Nc3ccc(OCC)cc3)ccc12 (stereo not drawn)
→ 0.5	-10	21	-11	-18	-1	-4	0	-3
> CCOC(=O)N1CCN(C(=O)CN(C2CCCCC2)S(=O)(=O)c2ccc(C)cc2)CC1
→ 1.2	-6	16	-5	-1	-4	17	5	-7
> Cc1nonc1CN(C)C(=O)CC1C(=O)NCCN1Cc1ccc(F)c(F)c1 (stereo not drawn)
→ 1.9	-16	23	-9	-4	-3	-4	2	-12
> N#Cc1ccc(C(=O)OCC(=O)Nc2ccc(N3CCOCC3)cc2)cc1
→ 3.4	11	22	-14	-14	-3	13	1	-5
> CCN1C(=NCCCCO)N[C@@H](c2cccc(C(F)(F)F)c2)C(C(=O)OC)=C1C
→ -0.3	-9	4	-3	-21	0	12	5	-7
> CCOC(=O)C1CCCN(C(=O)c2cc3c(-c4cccc(OC)c4)nn(C)c3s2)C1 (stereo not drawn)
→ 2.3	-17	-4	4	4	-3	16	7	-4
> CC(C)(C)OC(=O)N1CCN(C(=O)c2[nH]c(C(F)(F)F)nc2-c2ccccc2)CC1
→ -0.1	/	-5	-20	-33	-5	4	1	/
> CC(C)(C)c1nnc(SCC(=O)Nc2ccc(N3CCCCC3)cc2)n1N
→ -0.1	-13	0	1	-13	2	7	0	-6

By substructure, the compounds so far with an aryl methoxy group.
Below each compound – M1 ag parental	CHO parental Ca	CHO-K1 Ca PAM	CHO-K1 Ca antag	CHRM1 antagonist	M1 ag	TAAR1 antagonist	TAAR1 agonist	OXTR potentiate
> COC(=O)[C@@]12CCCCN1[C@H](c1ccc(-c3ccc(Cl)c(Cl)c3)c(OC)c1)[C@H]1C(=O)N(C)C(=O)[C@H]12
→ 1.1	-3	13	-17	-6	-4	6	-1	-2
> COc1ccc(Cc2nc3ccc(C(=O)N4C[C@@H](C)O[C@@H](C)C4)cc3o2)cc1OC
→ 4.6	-15	8	-10	-7	2	-9	2	-5
> COc1ccccc1CC1(C)C(=O)Nc2c(Cl)cccc21 (stereo not drawn)
→ 0.1	/	7	-5	-6	-6	4	0	/
> COc1ccc2oc(=O)c(/C(C)=N/Nc3nc(-c4cc(C)ccc4C)cs3)cc2c1
→ 0.2	-15	17	-8	0	-3	0	-1	-7
> COc1ccccc1Oc1ccc(N/C=C2/CCCC2=O)cc1
→ 1.3	-19	18	-6	1	-9	-3	6	-3
> COc1ccc(C(=O)COc2ccc3c(C)cc(=O)oc3c2)cc1
→ 1.0	-4	-9	3	-4	-4	3	3	-6
> COc1cccc(C2C(C(=O)OC(C)C)=C(C)Nc3ncnn32)c1 (stereo not drawn)
→ -0.1	-2	7	-2	-3	-6	1	5	-12
> COc1ccc(NC(=O)C2CCC(CNC(=O)[C@@H]3Cc4ccccc4CN3)CC2)cc1 (stereo partly drawn)
→ 3.1	-42	22	-18	-12	-5	-12	1	-5
> CCOC(=O)C1CCCN(C(=O)c2cc3c(-c4cccc(OC)c4)nn(C)c3s2)C1 (stereo not drawn)
→ 2.3	-17	-4	4	4	-3	16	7	-4
